D2 agonist: activates the human D2 dopamine receptor. actives 0.53% (n = 340,000). AID 485358. P14416. HEK293 T-REx D2 cells, calcium flux agonist mode. activation, % at 2 µM;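 active = activation over 3 SD above normal in the single-dose calcium agonist read, cut at about 30% in these data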; note: 0% is about no effect
Target sequence (P14416 whole entry, looked up): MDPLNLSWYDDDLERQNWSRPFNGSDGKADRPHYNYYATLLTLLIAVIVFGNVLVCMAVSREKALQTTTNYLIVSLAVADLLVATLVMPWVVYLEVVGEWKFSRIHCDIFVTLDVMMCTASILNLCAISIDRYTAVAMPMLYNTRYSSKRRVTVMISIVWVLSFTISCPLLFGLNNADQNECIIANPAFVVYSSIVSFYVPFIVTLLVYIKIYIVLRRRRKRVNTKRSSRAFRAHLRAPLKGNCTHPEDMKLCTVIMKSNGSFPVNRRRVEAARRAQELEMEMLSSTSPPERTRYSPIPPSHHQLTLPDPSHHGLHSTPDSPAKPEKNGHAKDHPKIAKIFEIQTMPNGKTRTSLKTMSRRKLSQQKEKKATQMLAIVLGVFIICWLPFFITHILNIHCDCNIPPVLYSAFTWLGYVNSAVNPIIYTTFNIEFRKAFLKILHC
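HEK293 Trex D2 cells, tetracycline-induced, o/n 30 C 5% CO2; no-wash Ca dye, RT 30–90 min; 10-cycle baseline, 23 nl cpd added, kinetic Ca read 180 s; agonist hits = positive Ca response.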
RGS4 inhibitor: blocks human RGS4-accelerated GTP hydrolysis. Transcreener GDP fluorescence polarization, RGS4-accelerated GTP hydrolysis. Potency, µM (highest dose often 114 µM), for the others: at the top dose activity change, negative = inhibition, most hits filed as inhibitors. actives 0.039% (n = 390,000); note: potency is the fitted concentration of half-maximal effect; % is set by controls: 0 for no effect and ±100 for the full control effect; nearly all actives have a fitted effect of over 75% in size; some results filed as inactive show a strong effect at the top dose
Target sequence (P49798 whole entry, looked up): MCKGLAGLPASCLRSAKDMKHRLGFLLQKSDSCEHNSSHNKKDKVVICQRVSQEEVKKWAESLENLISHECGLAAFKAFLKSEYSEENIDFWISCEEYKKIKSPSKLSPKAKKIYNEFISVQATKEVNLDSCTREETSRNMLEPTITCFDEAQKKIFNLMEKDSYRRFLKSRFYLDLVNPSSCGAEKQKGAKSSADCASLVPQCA
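MLSMR compounds (23 nl, pin-transferred) preincubated 10 min at room temperature with a 500nM (2x) first reagent, then RGS4 at 900nM (2x) plus Transcreener GDP mix added; fluorescence polarization (620/688 nm) read before and after 90 min at 30 °C.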
LDHA inh: LDHA (human) enzyme inhibition; actives 0.15% (n = 480,000); AID 1347041; activity change, % (values are at about 110 or 230 µM); purified LDHA, NADH/diaphorase-resazurin fluorescence; stronger effect = lower value; in the data active = activity change below about -30%; inconclusive = mostly about -25% to -30%;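 note: plate controls were DMSO wells for no effect and wells without enzyme for full effect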
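Enzyme activity of human lactate dehydrogenase 5 (2 nM; 0.06 mM NADH, 0.2 mM pyruvate, 5 min, RT) is measured via a resazurin/diaphorase fluorescence readout of residual NADH.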
ERG-DNA inh: ERG Ets/DNA interaction inhibition; fluorescence polarization, His-ERG Ets domain / labelled DNA; Potency, µM (series often up to 76.9 µM), without a hit: at the highest dose FP activity, negative = inhibition, hits mostly inhibitors; actives 0.028% (n = 370,000); active = well fitted inhibition curve with a large enough effect in the polarisation, with a control signal flat; inconclusive = small, poorly fitted or top-dose-only effect, or effect the other way, or a change in a side signal; inactive = no such curve, though single readings can be large or run the other way; the % refers to the polarisation;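 note: polarization taken with two DNA probes labelled with fluorescein and Texas red; potency is the fitted concentration of half-maximal effect; % of control where 0% means no effect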
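His-tagged ERG Ets domain (1 uM in the protein solution; 300mM KCl, 50mM Tris-HCl, 1mM EDTA, 1mM DTT, pH 7.5) received compound, then a probe mix of 5 nM fluorescein-DNA and 100nM Texas-615-DNA. Fluorescence polarization was read for both dyes.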
Glioma ERSR ind: ER stress response induction in glioma; U87-MG GRP78 promoter luciferase reporter, 16 h; Potency, µM, without a hit: top-dose activation, most hits filed as activators; actives 0.02% (n = 420,000); note: potency is the fitted concentration of half-maximal effect; series mostly up to about 76 µM; % of control where 0% means no effect; nearly all actives have a fitted effect of over 35% in size
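Stably transfected U87-MG glioma cells carrying a GRP78-based luciferase sensor; 16 h compound incubation. Luminescence end-point read 10 min after Bright-Glo addition at room temperature.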
Vif-APOBEC3G blk: Vif-A3G binding inhibition | Q9HC16 | HeLa A3G-eYFP + Vif (tagged APOBEC3G with the HIV-1 protein that degrades it), YFP fluorescence, overnight | Potency, µM (titrated, usually from 46.1 µM), for the others: at the top dose activity, negative = active, usual class: inhibitors | actives 0.076% (n = 410,000) | AID 602310;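 note: potency is the fitted concentration of half-maximal effect; % is set by controls: 0 for no effect and ±100 for the full control effect; nearly all actives have a fitted effect of over 60% in size; hits raise eYFP signal because A3G escapes Vif-driven loss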
Target sequence (Q9HC16 whole entry, looked up): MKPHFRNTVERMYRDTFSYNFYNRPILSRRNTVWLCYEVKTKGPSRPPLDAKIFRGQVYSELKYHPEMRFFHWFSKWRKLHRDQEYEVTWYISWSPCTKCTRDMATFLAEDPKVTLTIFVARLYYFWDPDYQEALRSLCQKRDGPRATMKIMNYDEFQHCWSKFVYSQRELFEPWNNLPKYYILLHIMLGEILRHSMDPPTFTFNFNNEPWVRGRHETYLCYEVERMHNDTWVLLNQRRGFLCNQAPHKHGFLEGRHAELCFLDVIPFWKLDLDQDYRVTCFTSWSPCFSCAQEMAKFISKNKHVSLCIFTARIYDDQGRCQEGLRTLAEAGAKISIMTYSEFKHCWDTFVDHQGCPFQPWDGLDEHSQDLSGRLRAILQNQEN
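Read-out is eYFP fluorescence (Ex 488/Em 500-530) from Vif-expressing HeLa A3G-eYFP cells; more signal means A3G escaped Vif-mediated degradation. Cells plated overnight, compound pinned in, incubated overnight at 37 deg C.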
12-LOX inh: inhibitors of human 12S-lipoxygenase ALOX12; P18054; purified 12hLO, xylenol orange hydroperoxide absorbance; Potency, µM (titrated, usually from 108 µM), for inactives: top-dose activity change, negative = inhibition, most hits filed as inhibitors; actives 1.1% (n = 580,000); AID 1671190; note: potency is the fitted concentration of half-maximal effect; % is set by controls: 0 for no effect and ±100 for the full control effect
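Purified human 12hLO at 150 nM in 25 mM Hepes, 0.01% Triton X-100, pH 7.0, preincubated 15 min at room temperature with compound. Reaction started with 40 uM arachidonic acid, 30 min at room temperature. Hydroperoxide measured by Fe-xylenol orange, 573/405 nm absorbance ratio.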
Vif-APOBEC3F blk: inhibitors of Vif-A3F interaction | HeLa A3F-eYFP + Vif (tagged APOBEC3F with the HIV-1 protein that degrades it), YFP fluorescence increase | actives 0.2% (n = 390,000) | AID 602313 | Potency, µM (titrated, usually from 46.1 µM), inactives show at the highest dose activity, negative = active; note: potency is the fitted concentration of half-maximal effect; % of control where 0% means no effect; nearly all actives have a fitted effect of over 65% in size
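HeLa cells stably expressing Vif plus C-terminally eYFP-tagged A3F were seeded, incubated overnight at 37 deg C, dosed with compound, incubated overnight again at 37 deg C. Yellow fluorescence (Ex 488/Em 500-530) reported blocked Vif-mediated A3F-eYFP degradation.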
D2 antag: antagonists of human D2 dopamine receptor. P14416. HEK293 TREx D2 cells, calcium flux, dopamine EC80. inhibition, % at 10 µM. actives 2% (n = 340,000). AID 485344; in the data active = inhibition above about 30%; note: 0% is about no effect
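Calcium mobilization kinetics were recorded at 1 s intervals in tetracycline-induced HEK293 T-REx D2 cells, first for 180 s after compound addition and then 180 s after EC80 dopamine.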
* hit, by the source's call; ? = inconclusive; / = no result given; & = joins results of further samples; [ ] = dose if it differs, or a comment. Unless noted, calls come from the whole dose curve; as a rule, active = well fitted curve in the direction sought with a large enough effect; inconclusive = small, poorly fitted or top-dose-only effect, or another doubt; inactive = no such curve, though single readings can be large; an effect the other way counts as inactive or inconclusive.

SMILES	D2 agonist	RGS4 inhibitor	LDHA inh	ERG-DNA inh	Glioma ERSR ind	Vif-APOBEC3G blk	12-LOX inh	Vif-APOBEC3F blk	D2 antag
CCCNC(=O)C1(C)CCN(C(=O)c2ccc(F)cc2Cl)C1 (configuration not stated)	/	/	-3	/	-2%	0%	-7%	/	/
COC(=O)C1=C(C)NC2=C(C(=O)CCC2)C1c1ccsc1 (configuration not stated)	-0.5	/	7	/	/	/	13%	/	4
COc1ccc(Nc2nnc(SCC(=O)N(CC(C)C)C3CCS(=O)(=O)C3)s2)cc1 (configuration not stated)	/	/	4	/	-3%	-2%	?	6%	/
COc1ccc(-c2cnc3c(NC=O)cc(-c4ccoc4)cn23)cc1OC	/	/	7	/	-1%	?	5µM*	/	/
Cc1c(Cl)cccc1NC(=O)CN1CCN(CCO)CC1	0.1	10%	-14	5%	0%	-1%	-4%	-11%	31*
COc1cc(C(C)=O)ccc1OCCCN1CCC(Cc2ccccc2)CC1	-1.9	-15%	-8	-14%	-6%	2%	?	-1%	35*
COc1cccc(C2NC(=O)NC(C)=C2C(=O)Nc2ccc(C)cc2)c1OC (configuration not stated)	-0.2	10%	1	/	-3%	1%	-4%[57.4 µM]	-7%	31*
COc1ccc(CCNS(=O)(=O)c2cccc([N+](=O)[O-])c2)cc1	-1.4	16%	-5	-6%	-2%	1%	3%	-3%	-11
CCN(C[C@H]1N[C@@](CC)(C(=O)OC)[C@H]2C(=O)N(Cc3ccccc3)C(=O)[C@@H]12)C(=O)c1ccc(C)cc1	/	7%	-3	-2%	-3%	-8%	-20%	-3%	/
CCN(c1ccccc1)S(=O)(=O)c1ccc(Cl)c(C(=O)N2CCCC2)c1	0.4	-28%	-3	5%	-3%	7%	313%[activator]	-1%	26
Cc1ccccc1OCCn1c(CCNC(=O)C(C)C)nc2ccccc21	/	-3%	-6	-14%	-3%	-7%	23%	0%	/
Cc1c(Br)c([N+](=O)[O-])nn1CC(=O)N1CCCc2ccccc21	-0.3	-9%	-2	-13%	-1%	-2%	2%	6%	11
O=C(c1ccc(Cl)cc1)N1CCCCC(Cl)C1=O (configuration not stated)	-0.7	-3%	-13	-3%	2%	-2%	-4%	-14%	-20
CC(C)N1CCN(Cc2ccc(-c3ccccc3Cl)o2)CC1CCO (configuration not stated)	-0.4	-17%	-2	-4%	-4%	-1%	-19%	?	8
CCOCCCn1c(SCC(=O)/C(C#N)=C(\C)N)nc2ccccc2c1=O	-0.1	16%	-12	15%	-2%	3%	-1%	-1%	2
Cc1cc(-c2nnc3n2N=C(c2ccccc2)CS3)n[nH]1	0.0	0%	3	0%	-1%	0%	12%	-29%	0
COc1ccccc1NC(=O)C1CCCN1C(=O)Nc1ccc(F)cc1 (configuration not stated)	/	20%	-18	-2%	0%	1%	18%	3%	/
CCN(CC)c1ccc(CNc2nc3ccccc3n2C)cc1	0.1	5%[56.9 µM]	1	-9%	1%	7%	-10%	2%	12
CC(C)(C)OC(=O)C[C@H]1C/C=C\C[C@@H](CC(=O)N(CCO)Cc2ccccc2)C(=O)N[C@H](Cc2c[nH]c3ccccc23)COC1=O	/	-2%	-1	-9%	-5%	-1%	4%	0%	/
c1ccc(-c2nn3c(-c4ccco4)nnc3s2)nc1	-1.4	-41%	1	-13%	-7%	-8%	4%	-4%	1
CC(=O)c1cccc(N(CC(=O)Nc2ccccc2C(=O)N2CCCC2)S(C)(=O)=O)c1	0.2	12%	-3	3%	-3%	-5%	487%[activator]	1%	-10
CCOc1cccc(NC(=O)c2cnccc2C(F)(F)F)c1	0.2	-11%	-4	9%	4%	0%	-28%	-27%	1
COc1ccccc1NC(=O)c1sc(NC(=O)c2ccco2)c(C#N)c1C	0.7	8%	-9	/	-3%	1%	20%	-22%	4
C=CCNC(=O)NC(=O)CN1C(=O)NC(c2ccccc2)(c2ccccc2)C1=O	/	7%	-9	-2%	-6%	-5%	7%	?	/
CC1(C)CC(O)CC(C)(C)N1CC(O)COCc1ccccc1 (configuration not stated)	0.8	-6%	-2	6%	-6%	-1%	-4%	0%	-25
Cc1c(-c2cccc(NC(=O)c3cccs3)c2)nc2ncccn12	-0.1	2%	-6	1%	2%	-8%	-3%	-3%	5
c1ccc(-c2csc3ncnc(N4CCN(Cc5ccc6c(c5)OCO6)CC4)c23)cc1	0.0	-12%	-3	-5%	-3%	-7%	0%	-11%	-6
O=C(NNc1c(Cl)cncc1Cl)c1sccc1Cl	-0.1	-6%	-2	6%	1%	4%	89%[activator]	-30%	-2
Cc1ccc(CN2C(=O)CSc3ccc(C(=O)NCCN4CCOCC4)cc32)cc1	-0.1	6%	0	-4%	-2%	-1%	/	-1%	26
CCCN1C2CCCC1CC(NC(=O)Nc1ccc(C(C)C)cc1)C2 (configuration not stated)	1.0	43%	2	7%	-5%	1%	0%	-2%	-7
Cc1cc(C)c(NC(=O)CNC(=O)COC(=O)Cc2ccccc2C)c(C)c1	-0.8	33%	-5	0%	-5%	4%	?	-2%	-2
C=CCOc1ccc(Br)cc1/C=C1/SC(=Nc2ccc(C(=O)O)cc2)NC1=O	0.4	?	-5	7%	1%	0%	?	-4%	3
Cc1ccc(CNC(=O)CCc2c(C)nc3nc(C)nn3c2C)cc1	/	14%	5	-16%	-2%	3%	-17%	-1%	/
Cc1ccc(NC(=O)c2ccc(-n3nncc3-c3ccccc3)cc2)cc1	/	-8%	-5	/	-3%	0%	/	/	/
COc1ccccc1N1CCN(C2CCCN(C(=O)c3cc(C4CC4)on3)C2)CC1 (configuration not stated)	/	-29%[56.9 µM]	2	-1%	-8%	-1%	-4%	-1%	/
Cc1ccc(C=NNc2ccc([N+](=O)[O-])cn2)cc1	/	20%	0	7%	3%	0%	-5%	19%	/
COc1cccc(CNC(=O)CCc2c(C)nn(-c3ccc(N4CCOCC4)nn3)c2C)c1	0.3	-17%	-1	1%	0%	1%	-19%	3%	/
O=S(=O)(c1ccc(OC(F)(F)F)cc1)N1CCN(c2nc(-c3cccs3)nc3ccccc23)CC1	/	15%	-8	/	-3%	2%	/	/	/
Cc1cc2nc(-c3ccc(Cl)cc3)c(CC(C)(C)C)n2c(C)c1Br	/	/	-6	/	0%	-1%	?	/	/
CCN(Cc1ccccc1)c1ccc(/C=N/NS(=O)(=O)c2ccc(C)c([N+](=O)[O-])c2)cc1	3.0	?	1	8%	-1%	-9%	?	-9%	-9
O=C(c1ccccc1)N1CCN(CCc2ccccn2)CC1	0.3&0.2	-24%&17%	-2&-2	5%&-8%	-4%&-2%	-1%&-4%	?	9%&5%	-4
C=C(Cl)COC(=O)C1C2C=CC(C2)C1C(=O)O (configuration not stated)	0.3	26%	-3	1%	-6%	0%	-25%	-2%	2
O=C(CNS(=O)(=O)c1cccs1)Nc1ccc2c(c1)OCCO2	-0.2	-14%	-2	-4%	-3%	2%	0%	-4%	/
COc1ccc(NC(=O)c2cccc(S(=O)(=O)N3CCOCC3)c2)cn1	-0.1	-14%	16	-1%	8%	2%	3%	-18%	5
Oc1[nH]c(=S)sc1/C=C1\C(c2ccccc2)=Nc2ccccc21	5.4	-16%	1	-2%	2%	?	?	?	-4
CC(C)Oc1ccc(C(=O)N2CCCCC2CCN2CCCCC2)cc1 (configuration not stated)	-0.3	34%	-11	1%	-3%	4%	-7%	-3%	/
Cc1ccc2nc(CCCc3nc4ccc(C)cc4[nH]3)[nH]c2c1	0.0	-6%	-17	8%	-5%	1%	-1%	0%	9
CCOC(=O)C1=C(C)N(CCCC(=O)O)C(=O)NC1c1ccc(Cl)cc1 (configuration not stated)	/	21%	-12	10%	-1%	5%	10%	-4%	/

An excerpt from above in order of molar mass, rising:
SMILES	D2 agonist	RGS4 inhibitor	LDHA inh	ERG-DNA inh	Glioma ERSR ind	Vif-APOBEC3G blk	12-LOX inh	Vif-APOBEC3F blk	D2 antag
Cc1ccc(C=NNc2ccc([N+](=O)[O-])cn2)cc1	/	20%	0	7%	3%	0%	-5%	19%	/
CCOc1cccc(NC(=O)c2cnccc2C(F)(F)F)c1	0.2	-11%	-4	9%	4%	0%	-28%	-27%	1
Cc1c(-c2cccc(NC(=O)c3cccs3)c2)nc2ncccn12	-0.1	2%	-6	1%	2%	-8%	-3%	-3%	5
COc1ccc(CCNS(=O)(=O)c2cccc([N+](=O)[O-])c2)cc1	-1.4	16%	-5	-6%	-2%	1%	3%	-3%	-11
Cc1ccccc1OCCn1c(CCNC(=O)C(C)C)nc2ccccc21	/	-3%	-6	-14%	-3%	-7%	23%	0%	/
C=CCNC(=O)NC(=O)CN1C(=O)NC(c2ccccc2)(c2ccccc2)C1=O	/	7%	-9	-2%	-6%	-5%	7%	?	/
O=S(=O)(c1ccc(OC(F)(F)F)cc1)N1CCN(c2nc(-c3cccs3)nc3ccccc23)CC1	/	15%	-8	/	-3%	2%	/	/	/
CC(C)(C)OC(=O)C[C@H]1C/C=C\C[C@@H](CC(=O)N(CCO)Cc2ccccc2)C(=O)N[C@H](Cc2c[nH]c3ccccc23)COC1=O	/	-2%	-1	-9%	-5%	-1%	4%	0%	/

Only part of the results is shown. The share of hits here may be higher or lower than overall.
